EBNA-1 inh: EBNA-1 DNA-binding inhibitors, primary screen, biochemical, fluorescence polarization; inhibition, % at 14.8 µM; AID 1950, 2009; hit rate 0.34% among 300,000; in the data active means inhibition above about 28%
procasp7 counter: procaspase-7 activators, primary screen, counter-screen for procaspase-3 activator project, biochemical, absorbance, HTS, human; recombinant procaspase-7, Ac-DEVD-pNA absorbance 405 nm; D23A/D198A/D206A triple mutant, cannot self-cleave; scale: DMSO 0, 5 µM enzyme 100; activation, % at 8.5 µM; hit rate 0.093% among 330,000;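 active means percent activation above the screen-wide mean plus 3 SD, cut at about 25% in these data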
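Detection: p-Nitroaniline absorbance at 405 nm, read at 0 and 120 min; system: Uncleavable procaspase-7 mutant enzyme; evaluation: % activation from two-timepoint absorbance difference, scaled to controls; times: 1 h enzyme–compound preincubation and 2 h substrate reaction, both 25 °C; buffer or medium: Zinc-free HEPES pH 7.4 with 300 mM NaCl, 0.01% Triton X-100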
LAP4 TOR yeast: modulators of LAP4-GFP expression in yeast, primary screen, S. cerevisiae, multiplex flow cytometry, MLPCN library | 3 h; median GFP as percent of DMSO wells | GFP response vs DMSO, % at 10 µM | hit rate 0.34% among 320,000 | AID 2023, 2009;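 active means GFP response vs DMSO above a set limit, about the screen mean plus 3 SD, cut at about 150% in these data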
ZTA counter: counter-screen for EBNA-1 inhibitors: inhibitors of Epstein-Barr virus ZTA | P03206 | ZTA-DNA binding, fluorescence polarization | inhibition, % at 11 µM | hit rate 0.15% among 320,000; in the data active means inhibition above about 33%
RPL19A-GFP yeast: RPL19A-GFP expression modulators in yeast, primary screen, cell-based, S. cerevisiae, multiplex flow cytometry, MLPCN | percent response vs DMSO, % at 10 µM | AID 2025, 2009 | S. cerevisiae RPL19A-GFP strain, 3 h; active compounds read low | hit rate 0.3% among 330,000;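 active means percent response vs DMSO below 50%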;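 further: median channel GFP fluorescence of the barcoded RPL19A-GFP strain; ratio of sample median GFP to plate DMSO average so 100% = DMSO; lower means less RPL19A-GFP as with rapamycin TOR inhibition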
MEP2-GFP yeast: modulators of MEP2-GFP levels in yeast, primary screen, S. cerevisiae, multiplex flow cytometry, MLPCN library | hit rate 0.51% among 330,000 | AID 2016, 2009 | GFP response vs DMSO, % at 10 µM | S. cerevisiae MEP2-GFP strain, 3 h; 100% = DMSO control level;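 active means GFP response versus DMSO above a set limit, roughly screen mean plus 3 SD, cut at about 180% in these data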;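 further: median GFP fluorescence of the barcode-gated MEP2-GFP cells per well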
AHR activator: AHR activators, primary screen, cell-based, luminescence, luciferase reporter, human; AHR-responsive luciferase reporter cells; activation, % at 5 µM; hit rate 2.5% among 320,000; AID 2796, 2010; in the data active means activation above about 47%;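 further: 0% = vehicle wells and 100% = reference agonist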
proCasp3 act: activators of human procaspase-3 D3A mutant, primary screen, biochemical, absorbance, PC-3 D3A mutant, single concentration; hit rate 0.11% among 330,000; recombinant procaspase-3 D3A, Ac-DEVD-pNA absorbance 405 nm; AID 463141, 2010; activation, % at 8.5 µM; Caspase-3 (Homo sapiens), P42574;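 active means activation above the mean of all tested compounds plus 3 SD, cut at about 21% in these data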;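 further: 0% = DMSO alone and 100% = DMSO wells spiked with extra 5 µM PC-3 D3A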
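material = Procaspase-3 D3A mutant | probe or stimulus = Ac-DEVD-pNA | compound = single dose, 8.5 µM nominal compound, 0.8% DMSO | timing = 1 h preincubation, 2 h reaction | measured by = 405 nm absorbance of p-nitroaniline, reads at 0 and 120 min | benchmarks = DMSO-only low control, 5 µM PC-3 D3A high control | repeats = singlicate, each compound tested once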
* marks the source's active call; other numbers are inactive results; . = not tested or not shown.

SMILES	EBNA-1 inh	procasp7 counter	LAP4 TOR yeast	ZTA counter	RPL19A-GFP yeast	MEP2-GFP yeast	AHR activator	proCasp3 act
O=Cc1ccc2oc3nc4n(c(=O)c3c(=O)c2c1)CCCS4	3.6	3.0	82.7	-2.8	100.9	102.4	1.7	-1.6
Nc1cc(Cl)ccc1N1CCCC1	10.9	5.8	103.7	15.2	100.8	94.8	2.0	5.1
COc1cc(Cn2c(N)c(C#N)c3nc4ccccc4nc32)cc(OC)c1	92.5*	84.9*	92.5	-7.3	98.2	101.2	11.0	91.3*
Cc1ccc(C(=O)Nc2cccc(NC(=O)c3ccc(C)cc3)n2)cc1	11.9	3.0	112.4	3.6	101.1	103.4	14.8	2.4
Cc1ccc(-c2csc(NC(=O)C3CC=CCC3C(=O)O)c2C(=O)OC(C)C)cc1 (stereo unspecified)	-0.7	7.5	106.7	-0.1	103.6	101.4	-3.6	5.6
CC(C)Sc1nnc(Cn2c(=O)sc3ccccc32)n1-c1ccccc1	-3.7	1.7	98.5	4.9	100.2	107.4	-1.1	0.2
CCOC(=O)CNC(=O)CSc1ncnc2c1cnn2Cc1ccccc1	-11.4	-24.9	101.3	-2.5	97.3	98.3	-0.8	-7.8
O=C(c1ccco1)N1CCN(Cc2cc(=O)c(OCc3cccc(F)c3)co2)CC1	-5.0	11.6	107.4	-8.3	96.7	102.1	-0.3	-3.6
NC(=O)c1ccc(NC(=O)CC23CC4CC(CC(Br)(C4)C2)C3)cc1	-11.2	7.7	95.0	-4.0	98.7	103.6	-0.4	3.3
CCCCOc1ccc(/C=N/NC(=O)c2nnn(-c3nonc3N)c2CN2CCCCCC2)cc1	2.5	-9.1	101.3	8.1	99.9	104.3	0.2	10.0
CC(C)CNC(=O)COC(=O)c1ccc(Cl)c(S(N)(=O)=O)c1	-6.3	12.2	101.7	2.1	100.9	104.8	1.9	-5.0
O=C(CN1N=C(c2ccc(Cl)cc2)CCC1=O)NCCN1CCc2ccccc2C1	0.1	-5.4	99.4	-6.0	106.5	112.1	0.8	1.5
CCN(CC)CCCn1c(C)cc2c(c1=O)C(c1cc(OC)c(OC)cc1OC)C(C#N)=C(N)O2 (stereo unspecified)	-0.2	11.5	86.1	-12.9	86.9	86.5	0.0	0.6
O=C(COc1nsnc1N1CCOCC1)Nc1cccc(Cl)c1	7.1	-10.5	79.8	6.9	103.2	99.5	19.9	-2.3
O=c1oc2ccccc2cc1N1CCOCC1	-12.3	0.4	98.8	-1.6	102.2	93.2	-3.5	-8.2
CCc1noc(C)c1C(=O)Nc1cc(Cl)ccc1-n1cncn1	-3.7	-1.9	108.4	7.0	102.1	103.2	11.8	1.7
CCOc1ccc(C2CC(c3cccc(OC)c3OC)n3nnnc3N2)cc1Cl (stereo unspecified)	-5.6	-4.7	99.5	-4.1	92.0	103.7	6.2	-3.5
COCCNC(=O)CN(c1ccc(C)cc1)S(=O)(=O)c1ccccc1	12.9	-4.6	94.6	21.6	96.0	101.5	-0.9	9.6
COCCCNC(=O)CCC(=O)Nc1ccc2nc(N3CCOCC3)cc(C)c2c1	10.1	-4.9	99.9	7.6	99.5	103.1	1.6	9.2
COc1ccc(NC(=O)/C(C#N)=C\c2ccc(OCc3ccc(C(=O)O)cc3)c(OC)c2)cc1	-2.4	-3.3	98.5	-0.2	101.2	105.4	1.2	1.3
Cn1nnnc1Sc1ncnc2scc(-c3ccc(C(F)(F)F)cc3)c12	.	-14.6	100.7	24.3	103.3	95.4	4.3	2.9
Cc1cccc(-c2noc(CCCOc3ccc(Cl)cc3Cl)n2)c1	3.2	-1.1	104.7	-4.9	100.4	106.7	0.7	2.0
Nc1ccc(-n2nncc2-c2ccccc2)cc1	-3.7	-2.6	91.2	-0.3	89.6	91.6	-1.9	0.4
CCc1ccc(Oc2coc3cc(OC(=O)c4cc5ccccc5oc4=O)ccc3c2=O)cc1	4.8	7.1	95.4	2.1	98.4	100.6	3.6	-0.9
C/C=C/C=C/C(=O)O	.	-9.8	100.9	-3.0	92.0	88.9	-1.6	8.7

The listing continues:
SMILES	EBNA-1 inh	procasp7 counter	LAP4 TOR yeast	ZTA counter	RPL19A-GFP yeast	MEP2-GFP yeast	AHR activator	proCasp3 act
CCC1(C)Cc2c(sc(NC(=S)NC(=O)c3ccccc3)c2C#N)CO1 (stereo unspecified)	-0.1	-7.1	100.1	8.3	105.8	106.0	1.4	-8.9
CCC(=O)NC(NCC1CCCO1)C(Cl)(Cl)Cl (stereo unspecified)	9.9	3.5	109.8	-3.9	102.5	113.2	-0.7	0.2
COc1ccc(C)cc1NC(=O)c1cc(S(=O)(=O)N2CCCC2)cn1C	-7.4	2.1	101.3	-4.8	98.2	100.6	15.1	5.7
CCN(CC)CCNCc1cc(Br)ccc1OCC(=O)NCc1ccccc1	-5.9	5.4	105.1	-8.6	109.3	106.9	5.8	-2.9
Cc1cc(C)c(NC(=O)CNC(=O)c2cc([N+](=O)[O-])ccc2N2CCOCC2)c(C)c1	3.7	-4.0	110.2	7.8	99.2	96.8	-2.4	2.1
O=C(c1ccc(S(=O)(=O)Cc2ccccc2F)c([N+](=O)[O-])c1)N1CCCC1	-6.7	5.4	98.6	-9.8	100.2	99.7	0.5	7.1
COc1ccc(Cl)cc1C(=O)Nc1ccc(NC(C)=O)cc1	-11.8	-3.5	100.5	2.7	97.9	99.0	15.2	5.6
C#CCOc1c(Br)cc(/C=N/O)cc1OCC	3.7	0.5	99.1	8.3	.	89.0	-0.9	-0.3
COc1ccc(Cl)cc1NC(=O)CN(C)C(=O)c1cc(=O)c2ccccc2o1	.	-7.6	104.2	-13.9	96.0	104.2	14.8	4.0
C=CCn1c(SCC(O)Cn2c3ccccc3c3ccccc32)nnc1-c1ccco1 (stereo unspecified)	-8.4	8.3	111.4	-12.9	100.7	105.1	7.8	6.8
O=C(Nc1cc(C(F)(F)F)ccc1Cl)c1ccncc1	-5.8	0.6	109.0	-17.0	99.4	103.4	-3.5	3.1
CCC(C)NS(=O)(=O)c1ccc(S(=O)(=O)N(CC(=O)Nc2ccccc2)Cc2ccco2)cc1 (stereo unspecified)	-17.9	-10.6	93.4	-3.4	94.8	94.3	8.3	-3.8
CCc1ccc(CNC(=O)CCS(=O)(=O)Cc2ccccc2F)cc1	4.3	0.3	92.2	11.4	92.6	136.4	4.8	-6.0
COc1ccc(C(=O)O)cc1NC(=S)NC(=O)/C=C/c1ccc(C(C)C)cc1	-3.7	2.9	90.6	11.9	105.1	104.2	2.1	2.9
C[C@H](NC(=O)[C@@H]1CSC2c3ccccc3C(=O)N21)C(=O)NCc1c(F)cccc1Cl (stereo partly specified)	-6.0	-6.9	91.6	-3.9	93.3	89.8	5.5	6.8
O=C(c1ccco1)N1CCN(C(=O)N2c3ccccc3Sc3ccccc32)CC1	-5.0	-2.6	120.5	8.0	95.0	95.2	0.6	-5.6
Cc1cccc(C)c1OCC(=O)N/N=C/c1ccc2c(c1)OCO2	-6.9	3.3	112.0	0.4	103.2	113.6	13.2	10.5
O=C(NN1CCOCC1)c1cc(-c2cccs2)nc2ccccc12	-4.5	-2.3	90.6	2.0	99.4	101.1	4.4	-0.7
Cc1cccc2cc(CN(CCCN(C)C)C(=S)NCCc3ccccc3)c(=O)[nH]c12	-1.7	9.2	103.0	-6.3	100.1	103.4	15.6	12.3
Cc1nc(-c2cccnc2)sc1C(=O)Nc1ccc(C(F)(F)F)cc1	0.6	-4.4	111.9	3.7	97.0	101.4	95.5*	3.4
c1ccc2c(c1)nc(N1CCOCC1)c1ccccc12	-8.6	0.3	106.4	-18.1	92.9	74.8	-0.2	-4.8
C[C@@H](C(=O)Nc1cccc(S(=O)(=O)N2CCOCC2)c1)N1C(=O)C2CC=CCC2C1=O (stereo partly specified)	-5.8	3.2	100.8	8.0	96.4	103.2	0.6	3.6
COc1ccc(/C=C2\C(=O)NCC(=O)N2Cc2ccccc2)cc1	0.4	7.1	94.2	0.9	94.2	100.0	-2.5	6.0
CCOC(=O)C(CC)/C(C)=N\NC(=O)CCC(=O)Nc1ccc(Cl)cc1Cl (stereo unspecified)	1.7	6.9	92.0	11.1	93.9	96.0	4.2	3.2
CCCn1c(C)cc(/C=C(\C#N)C(=O)OCC(=O)Nc2cc(OC)c(OC)c(OC)c2)c1C	-5.7	7.4	111.7	-15.9	102.1	115.8	1.2	-2.2

(more compounds)
SMILES	EBNA-1 inh	procasp7 counter	LAP4 TOR yeast	ZTA counter	RPL19A-GFP yeast	MEP2-GFP yeast	AHR activator	proCasp3 act
O=C(Oc1ccc2c3c(c(=O)oc2c1)CCC3)c1ccccc1[N+](=O)[O-]	-5.9	7.1	90.8	7.6	100.1	95.7	7.8	5.2
COCCN(C)Cc1nc(C(c2ccccc2)c2ccccc2)no1	12.3	3.6	98.5	8.4	103.9	107.1	-2.5	-3.7
O=C1c2ccc(Oc3ccc([N+](=O)[O-])cc3)cc2C(=O)N1CCCO	7.1	8.0	96.8	-24.8	104.1	107.2	-2.5	8.2
CCCCCCSc1cc(-c2nc3cc(C)ccn3c2NCCCC)ccc1OC	-1.2	-6.8	100.8	1.0	95.6	98.9	20.3	0.9
CC(=O)N1CCN(c2ccc(NCc3ccc4c(c3)OCO4)cc2)CC1	2.3	-8.7	96.2	-1.6	102.0	96.5	0.7	-4.3
O=C(c1ccc(S(=O)(=O)Nc2ccccc2F)cc1)N1CCN(c2ccccc2O)CC1	3.3	-0.4	99.8	-1.2	92.1	93.0	-0.6	3.2
COC(=O)c1c(O)c2c([nH]c1=O)CCCC2	4.5	5.3	108.2	-2.4	106.3	104.1	-0.4	4.2
O=C(COC(=O)/C=C/c1ccccc1Cl)NC1CCCCCC1	-5.8	-4.5	94.1	-0.1	109.3	98.2	-2.6	4.7
O=C(Cc1ccc(-n2c(=O)c3ccccc3n(Cc3ccc(F)cc3)c2=O)cc1)NCC1CCCO1 (stereo unspecified)	2.3	6.8	95.9	-1.2	103.5	104.0	1.4	-5.6
COc1ccc(CCNC(=O)c2cnn(-c3ccc(C)c(C)c3)c2NC(=O)c2ccco2)cc1OC	5.7	2.2	108.7	4.3	104.9	113.3	1.7	6.6
COC(=O)c1ccc(OC(=O)c2cccs2)cc1	0.5	-3.8	103.2	-2.2	106.0	102.2	1.3	-1.7
COc1ccc(Nc2nc3ccccc3nc2NS(=O)(=O)c2ccc(NC(C)=O)cc2)cc1	-15.9	-1.7	105.7	-2.6	107.8	105.2	-3.8	3.5
C=CCn1c(CCNC(=O)c2cccs2)nnc1SCC(=O)Nc1cccc(Cl)c1C	3.8	4.7	92.1	2.5	99.0	98.1	0.1	2.4
CCN1CCC(C(N)=O)CC1	1.6	4.8	98.4	8.5	103.7	104.1	-3.9	2.1

Some of these compounds in order of count of non-hydrogen atoms, rising:
SMILES	EBNA-1 inh	procasp7 counter	LAP4 TOR yeast	ZTA counter	RPL19A-GFP yeast	MEP2-GFP yeast	AHR activator	proCasp3 act
O=C1c2ccc(Oc3ccc([N+](=O)[O-])cc3)cc2C(=O)N1CCCO	7.1	8.0	96.8	-24.8	104.1	107.2	-2.5	8.2
O=C(Oc1ccc2c3c(c(=O)oc2c1)CCC3)c1ccccc1[N+](=O)[O-]	-5.9	7.1	90.8	7.6	100.1	95.7	7.8	5.2
O=C(c1ccc(S(=O)(=O)Nc2ccccc2F)cc1)N1CCN(c2ccccc2O)CC1	3.3	-0.4	99.8	-1.2	92.1	93.0	-0.6	3.2
O=C(Cc1ccc(-n2c(=O)c3ccccc3n(Cc3ccc(F)cc3)c2=O)cc1)NCC1CCCO1 (stereo unspecified)	2.3	6.8	95.9	-1.2	103.5	104.0	1.4	-5.6
